Source: PubChem
NSD2 inh = NSD2 (human) methyltransferase inhibition; NSD2-SET H3K36me1 DELFIA fluorescence, biochemical; inhibition, % at 12.5 µM; 44,000 tested, 0.07% active; AID 624260; in the data active = inhibition above about 54%, passing the limit was not always enough;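 also: inhibitors reduce the monomethyl H3K36 fluorescence signal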
Target sequence (O96028 whole entry, looked up): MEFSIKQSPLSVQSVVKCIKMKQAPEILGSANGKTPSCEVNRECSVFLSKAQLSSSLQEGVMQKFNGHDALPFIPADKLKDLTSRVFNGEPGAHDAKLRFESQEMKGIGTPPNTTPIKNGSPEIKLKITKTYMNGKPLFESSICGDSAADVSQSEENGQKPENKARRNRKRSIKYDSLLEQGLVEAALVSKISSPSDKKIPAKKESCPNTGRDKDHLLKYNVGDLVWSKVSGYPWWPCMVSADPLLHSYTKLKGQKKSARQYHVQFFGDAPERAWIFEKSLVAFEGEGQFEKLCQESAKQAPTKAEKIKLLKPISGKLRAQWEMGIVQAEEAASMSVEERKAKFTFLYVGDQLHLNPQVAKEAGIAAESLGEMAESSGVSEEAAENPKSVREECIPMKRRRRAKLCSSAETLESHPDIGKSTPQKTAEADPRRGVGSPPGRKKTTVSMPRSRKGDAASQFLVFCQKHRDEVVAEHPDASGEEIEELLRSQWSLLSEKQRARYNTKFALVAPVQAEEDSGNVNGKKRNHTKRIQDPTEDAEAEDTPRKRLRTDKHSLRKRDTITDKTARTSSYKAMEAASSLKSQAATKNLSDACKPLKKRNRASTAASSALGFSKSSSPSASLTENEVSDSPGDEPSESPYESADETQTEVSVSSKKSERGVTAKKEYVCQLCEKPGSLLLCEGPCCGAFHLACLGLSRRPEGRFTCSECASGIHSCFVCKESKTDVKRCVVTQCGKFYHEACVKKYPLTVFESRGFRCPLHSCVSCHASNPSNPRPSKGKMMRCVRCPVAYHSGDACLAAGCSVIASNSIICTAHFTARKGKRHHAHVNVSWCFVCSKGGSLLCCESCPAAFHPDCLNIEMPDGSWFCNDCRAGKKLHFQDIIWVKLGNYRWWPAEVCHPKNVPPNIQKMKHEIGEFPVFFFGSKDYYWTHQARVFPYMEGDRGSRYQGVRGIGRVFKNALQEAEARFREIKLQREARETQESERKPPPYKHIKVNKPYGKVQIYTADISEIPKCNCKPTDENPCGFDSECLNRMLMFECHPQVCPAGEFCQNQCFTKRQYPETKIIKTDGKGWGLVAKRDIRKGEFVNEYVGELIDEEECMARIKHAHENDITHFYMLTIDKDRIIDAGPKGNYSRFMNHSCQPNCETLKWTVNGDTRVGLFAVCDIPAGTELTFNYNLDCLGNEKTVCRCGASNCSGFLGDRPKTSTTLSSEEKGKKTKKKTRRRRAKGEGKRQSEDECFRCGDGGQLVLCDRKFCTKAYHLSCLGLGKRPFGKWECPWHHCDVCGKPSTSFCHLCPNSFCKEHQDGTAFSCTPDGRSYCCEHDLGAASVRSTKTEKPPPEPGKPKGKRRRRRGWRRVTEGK
* marks the source's active call; other numbers are inactive results. Not all compounds are listed. The share of hits here may be higher or lower than overall.

canonical_smiles | NSD2 inh
COc1ccc(CN(C)C[C@H]2Oc3c(NC(=O)Nc4c(C)noc4C)cccc3C(=O)N([C@H](C)CO)C[C@H]2C)cc1 | -3.2
COc1ccc(NC(=O)Nc2ccc3c(c2)CC(=O)N([C@H](C)CO)C[C@@H](C)[C@@H](CN(C)C(=O)Nc2ccc(C(F)(F)F)cc2)O3)cc1 | -5.6
COCC(=O)Nc1ccc2c(c1)[C@@H]1C[C@H](CC(=O)NCCc3ccccc3)O[C@@H](CO)[C@@H]1O2 | 3.3
C[C@@H]1CN([C@H](C)CO)C(=O)c2cc(Br)cnc2O[C@@H]1CN(C)C(=O)c1ccccc1F | 3.0
C[C@H]1CN([C@@H](C)CO)C(=O)c2cc(C3=CCCC3)cnc2O[C@@H]1CN(C)Cc1ccccn1 | 1.1
C[C@@H]1CN([C@@H](C)CO)C(=O)c2cccc(NS(=O)(=O)c3ccc(Cl)cc3)c2O[C@@H]1CN(C)C | 4.4
C[C@@H]1CCCCO[C@@H](CN(C)C(=O)c2ccccc2)[C@@H](C)CN([C@H](C)CO)C(=O)c2cc(NS(=O)(=O)c3cn(C)cn3)ccc2O1 | 3.7
O=C(Sc1ccc(Oc2ccc(SC(=O)c3ccco3)cc2)cc1)c1ccco1 | -5.5
C[C@H](CO)N1C[C@H](C)[C@H](CN(C)S(=O)(=O)c2ccccc2)Oc2ncccc2C1=O | 0.3
CO/N=C(\C(=O)N[C@@H]1C(=O)N2C(C(=O)O)=C(COC(N)=O)CS[C@H]12)c1ccco1 | 3.6
C[C@H]1CN([C@@H](C)CO)C(=O)Cc2cc(NC(=O)Cc3cn(C)c4ccccc34)ccc2O[C@H]1CN(C)CC1CCCCC1 | -8.1
C[C@H]1CN([C@@H](C)CO)S(=O)(=O)c2ccc(C#CC(C)(C)O)cc2O[C@H]1CN(C)C(=O)C1CC1 | 1.3
C[C@@H]1CCCCO[C@H](CN(C)C(=O)C2CCCCC2)[C@@H](C)CN([C@@H](C)CO)C(=O)c2cc(NC(=O)Nc3ccc(F)cc3)ccc2O1 | -5.3
C[C@H]1CN([C@@H](C)CO)S(=O)(=O)c2ccc(C#CC3CC3)cc2O[C@H]1CN(C)C(=O)c1ccncc1 | 3.4
C[C@@H]1CN([C@H](C)CO)C(=O)c2cc(NC(=O)Nc3ccccc3)ccc2O[C@@H]1CN(C)S(=O)(=O)c1cccs1 | -3.6
C[C@H]1CN([C@@H](C)CO)C(=O)c2cc(C#CCN(C)C)cnc2O[C@H]1CN(C)Cc1ccc(F)cc1 | -6.5
CC(C)NC(=O)Nc1ccc2c(c1)C(=O)N([C@H](C)CO)C[C@@H](C)[C@H](CN(C)S(=O)(=O)c1ccc(Cl)cc1)O2 | -1.5
C/C=C/c1cnc2c(c1)C(=O)N([C@H](C)CO)C[C@H](C)[C@@H](CN(C)C(=O)NC1CCCC1)O2 | 7.1
CC(C)NC(=O)N(C)C[C@H]1OCCCC[C@@H](C)Oc2ccc(NS(=O)(=O)c3cccs3)cc2C(=O)N([C@H](C)CO)C[C@H]1C | -0.6
CC(C)NC(=O)N(C)C[C@@H]1Oc2cc(C#CC(C)(C)O)ccc2S(=O)(=O)N([C@H](C)CO)C[C@@H]1C | -8.1

Not a retest: 6 of the compounds above.
canonical_smiles | NSD2 inh
C[C@@H]1CN([C@H](C)CO)C(=O)c2cc(NC(=O)Nc3ccccc3)ccc2O[C@@H]1CN(C)S(=O)(=O)c1cccs1 | -3.6
C[C@H]1CN([C@@H](C)CO)C(=O)c2cc(C#CCN(C)C)cnc2O[C@H]1CN(C)Cc1ccc(F)cc1 | -6.5
CC(C)NC(=O)Nc1ccc2c(c1)C(=O)N([C@H](C)CO)C[C@@H](C)[C@H](CN(C)S(=O)(=O)c1ccc(Cl)cc1)O2 | -1.5
C/C=C/c1cnc2c(c1)C(=O)N([C@H](C)CO)C[C@H](C)[C@@H](CN(C)C(=O)NC1CCCC1)O2 | 7.1
CC(C)NC(=O)N(C)C[C@H]1OCCCC[C@@H](C)Oc2ccc(NS(=O)(=O)c3cccs3)cc2C(=O)N([C@H](C)CO)C[C@H]1C | -0.6
CC(C)NC(=O)N(C)C[C@@H]1Oc2cc(C#CC(C)(C)O)ccc2S(=O)(=O)N([C@H](C)CO)C[C@@H]1C | -8.1

(listing goes on)
canonical_smiles | NSD2 inh
C[C@H]1CN([C@@H](C)CO)C(=O)Cc2cc(NC(=O)Nc3ccc(F)cc3)ccc2O[C@@H]1CN(C)S(=O)(=O)c1ccc(Cl)cc1 | -11.5
CO[C@H](C(=O)N(C)C[C@H]1OCc2ccccc2-c2ccccc2C(=O)N([C@@H](C)CO)C[C@@H]1C)c1ccccc1 | 2.5
C[C@@H]1CN([C@H](C)CO)C(=O)Cc2cc(NC(=O)NC3CCCCC3)ccc2O[C@H]1CN(C)Cc1ccc(C(=O)O)cc1 | -0.3
C[C@H]1CN([C@@H](C)CO)C(=O)CCCn2cc(nn2)CO[C@H]1CN(C)Cc1ccc(C(F)(F)F)cc1 | 1.8
O=C(N/N=C/c1cccnc1Br)c1ccccn1 | -5.2
CCCC(O)C#Cc1cnc2c(c1)C(=O)N([C@H](C)CO)C[C@H](C)[C@H](CN(C)Cc1ccccc1)O2 (stereo not given in full) | -1.1
C=C(C(=O)O[C@@H]1O[C@H](CO)[C@@H](O)[C@H](O)[C@H]1O)[C@@H]1CC[C@@]2(C)C[C@H](O)C[C@@](C)(O)C2C1 (stereo not given in full) | 35.1
O=C(C[C@@H]1C=C[C@H](NC(=O)c2cccnc2)[C@H](CO)O1)NCCN1CCCCC1 | -0.5
C[C@H]1CN([C@@H](C)CO)S(=O)(=O)c2ccc(/C=C/c3ccccc3)cc2O[C@@H]1CN(C)Cc1cccnc1 | -4.1
COc1ccc(C#Cc2cnc3c(c2)C(=O)N([C@H](C)CO)C[C@@H](C)[C@@H](CN(C)C(=O)CC2CC2)O3)cc1 | -1.8
C[C@@H]1CN([C@H](C)CO)C(=O)c2cccc(NC(=O)NC3CCCCC3)c2O[C@H]1CN(C)Cc1ccncc1 | -2.1
Cc1ccc(S(=O)(=O)Nc2ccc3c(c2)C(=O)N([C@H](C)CO)C[C@@H](C)[C@@H](CN(C)S(=O)(=O)c2cccs2)O3)cc1 | -3.6
O=C(NCc1ccccn1)C1CC(c2ccc(Cl)c(Cl)c2)=NO1 (stereo not given) | 5.5
C[C@@H]1CN([C@H](C)CO)C(=O)c2cc(C#Cc3cccnc3)cnc2O[C@@H]1CN(C)Cc1ccccc1 | -6.6
C[C@@H]1CN([C@@H](C)CO)C(=O)c2cc(Br)cnc2O[C@@H]1CN(C)S(=O)(=O)c1ccc(F)cc1 | 8.7
C[C@H]1CN([C@@H](C)CO)C(=O)c2cc(-c3ccc(F)cc3)cnc2O[C@@H]1CN(C)Cc1cccnc1 | 2.2
CC(=O)N(C)C[C@@H]1Oc2ncc(C3=CCCC3)cc2C(=O)N([C@@H](C)CO)C[C@H]1C | 3.4
COc1ccc(NC(=O)N(C)C[C@H]2Oc3ccc(NS(=O)(=O)c4ccc(OC)cc4)cc3CC(=O)N([C@H](C)CO)C[C@@H]2C)cc1 | -3.8
COc1ccc(NC(=O)Nc2ccc3c(c2)C(=O)N([C@@H](C)CO)C[C@@H](C)[C@H](CN(C)C(=O)NC(C)C)O3)cc1 | 3.5
Cc1noc(C)c1S(=O)(=O)N(C)C[C@H]1Oc2ccc(NS(=O)(=O)c3cn(C)cn3)cc2C(=O)N([C@@H](C)CO)C[C@H]1C | -1.2
CC(C)CC#Cc1cnc2c(c1)C(=O)N([C@H](C)CO)C[C@@H](C)[C@H](CN(C)C(=O)Cc1cccnc1)O2 | -6.2
C[C@H](CO)N1C[C@H](C)[C@@H](CN(C)C(=O)Nc2ccc(F)cc2)Oc2ccc(NC(=O)CCC(F)(F)F)cc2CC1=O | 6.8
O=C(CCCCC(=O)N/N=C/c1cccs1)NO | -4.0
Cc1noc(C)c1S(=O)(=O)N(C)C[C@H]1OCCCC[C@H](C)Oc2ccc(NS(=O)(=O)c3cccs3)cc2C(=O)N([C@H](C)CO)C[C@H]1C | 0.6
Cc1ccccc1-c1cnc2c(c1)C(=O)N([C@H](C)CO)C[C@H](C)[C@@H](CN(C)C(=O)c1ccc(F)cc1)O2 | 0.0
C[C@H]1CN([C@@H](C)CO)C(=O)c2cccc(NC(=O)C3CCOCC3)c2O[C@@H]1CN(C)Cc1ccc(Oc2ccccc2)cc1 | 21.8
Cc1ccc(S(=O)(=O)N(C)C[C@H]2Oc3cc(C#CC4CCCC4)ccc3S(=O)(=O)N([C@H](C)CO)C[C@@H]2C)cc1 | 1.0
CC(C)NC(=O)N(C)C[C@@H]1Oc2c(NC(=O)C3CCCCC3)cccc2C(=O)N([C@H](C)CO)C[C@H]1C | 3.0
C[C@@H]1CN([C@@H](C)CO)C(=O)c2cccc(NC(=O)Nc3cccc4ccccc34)c2O[C@H]1CN(C)C(=O)Nc1cccc2ccccc12 | 1.3
COc1ccc(CN(C)C[C@@H]2OCCCC[C@@H](C)Oc3ccc(NC(=O)Nc4ccc(OC)cc4)cc3C(=O)N([C@@H](C)CO)C[C@H]2C)cc1 | -4.0
CC(C)NC(=O)Nc1ccc2c(c1)CC(=O)N([C@H](C)CO)C[C@@H](C)[C@H](CN(C)C(=O)Nc1ccc(C(F)(F)F)cc1)O2 | -5.6
COCC(=O)Nc1ccc2c(c1)[C@@H]1C[C@@H](CC(=O)NCc3ccc(Cl)cc3)O[C@@H](CO)[C@@H]1O2 | 41.1
C[C@H](CO)N1C[C@H](C)[C@@H](CN(C)Cc2ccc(C(=O)Nc3ccccc3N)cc2)Oc2ccc(NC(=O)CCN3CCOCC3)cc2CC1=O | 1.8
C[C@@H]1CN([C@H](C)CO)C(=O)c2cccc(NC(=O)Nc3ccc(F)cc3)c2O[C@H]1CN(C)CC1CC1 | -2.1
COc1cccc(-c2cnc3c(c2)C(=O)N([C@H](C)CO)C[C@@H](C)[C@@H](CN(C)C(=O)CC2CC2)O3)c1 | -0.2
O=C(C[C@@H]1C[C@H]2c3cc(NC(=O)C4CCOCC4)ccc3O[C@H]2[C@H](CO)O1)NCC(F)(F)F | -1.2
C[C@H](CO)N1C[C@H](C)[C@H](CN(C)Cc2ccc(C(=O)Nc3ccccc3N)cc2)Oc2c(NC(=O)NC3CCCCC3)cccc2C1=O | -3.3
O=C1C[C@@](C(=O)NCCN2CCOCC2)(c2ccc([N+](=O)[O-])cc2)[C@@H](c2ccc(CO)cc2I)N1CC12CC3CC(CC(C3)C1)C2 | -1.1
COc1ccc(CN(C)C[C@H]2Oc3ccc(NC(=O)NC4CCCCC4)cc3CC(=O)N([C@H](C)CO)C[C@H]2C)cc1 | -2.5
C[C@H]1CN([C@@H](C)CO)C(=O)c2cccc(NC(=O)Nc3ccc(C(F)(F)F)cc3)c2O[C@@H]1CN(C)C(=O)Nc1ccc(F)cc1 | -8.5
O=C(N/N=C/c1ccc2c(c1)Cc1ccccc1-2)c1ccccc1O | -1.1
C[C@H](CO)N1C[C@H](C)[C@@H](CN(C)Cc2ccccc2)OCc2ccccc2-c2ccccc2C1=O | 0.8
COc1ccc(S(=O)(=O)N(C)C[C@@H]2Oc3ccc(NS(C)(=O)=O)cc3C(=O)N([C@@H](C)CO)C[C@H]2C)cc1 | 3.4
CC(C)NC(=O)N(C)C[C@@H]1Oc2c(NC(=O)Nc3ccc(F)cc3)cccc2C(=O)N([C@@H](C)CO)C[C@@H]1C | 4.2
CCOC(=O)N1CCN(Cc2nc(N)nc(Nc3ccc(Oc4ccccc4)cc3)n2)CC1 | -0.8
C[C@@H]1CN([C@H](C)CO)C(=O)c2cc(-c3cccnc3)cnc2O[C@H]1CN(C)Cc1ccc(-c2ccccc2)cc1 | -0.2
O=C(C[C@H]1C[C@H]2c3cc(NC(=O)c4ccc5c(c4)OCO5)ccc3O[C@H]2[C@H](CO)O1)NCC(F)(F)F | -0.9
C[C@@H]1CCCCO[C@H](CN(C)C(=O)Cc2ccccc2)[C@H](C)CN([C@@H](C)CO)C(=O)c2cc(NC(=O)C3CCCCC3)ccc2O1 | 0.5
C[C@@H]1CN([C@H](C)CO)C(=O)c2cc(NS(=O)(=O)c3ccc(F)cc3)ccc2O[C@H]1CN(C)Cc1ccccc1 | 0.2
C[C@H]1CN([C@@H](C)CO)C(=O)c2cc(-c3cccc(F)c3)cnc2O[C@@H]1CN(C)Cc1ccccn1 | -5.7
C[C@H]1CN([C@@H](C)CO)C(=O)Cc2cc(NC(=O)C3CC3)ccc2O[C@H]1CN(C)Cc1ccc(C(=O)O)cc1 | 2.2
Cc1noc(C)c1S(=O)(=O)Nc1ccc2c(c1)C(=O)N([C@@H](C)CO)C[C@@H](C)[C@H](CN(C)C(=O)NC1CCCCC1)O2 | 1.8
COc1ccc(S(=O)(=O)Nc2ccc3c(c2)CC(=O)N([C@@H](C)CO)C[C@H](C)[C@H](CN(C)C(=O)Nc2ccc(C(F)(F)F)cc2)O3)cc1 | -7.0
C[C@H](CO)N1C[C@H](C)[C@H](CN(C)C(=O)c2cccc(F)c2)Oc2cc(C#CC3CC3)ccc2S1(=O)=O | -6.1
C[C@@H]1CCCCO[C@@H](CN(C)Cc2ccc3c(c2)OCO3)[C@H](C)CN([C@H](C)CO)C(=O)c2cc(NC(=O)Nc3cccc4ccccc34)ccc2O1 | 7.2
Cc1noc(C)c1NC(=O)Nc1cccc2c1O[C@@H](CN(C)CC1CC1)[C@H](C)CN([C@H](C)CO)C2=O | 5.8
CCCNC(=O)N(C)C[C@H]1Oc2ncc(-c3cccc(C#N)c3)cc2C(=O)N([C@@H](C)CO)C[C@H]1C | -7.8
C[C@@H]1CN([C@@H](C)CO)C(=O)c2cc(NC(=O)Cc3ccccc3)ccc2O[C@@H]1CN(C)C(=O)Nc1ccc(F)cc1 | -0.5
C[C@H](CO)N1C[C@H](C)[C@@H](CN(C)S(=O)(=O)c2cccs2)Oc2c(NS(=O)(=O)c3ccc(F)cc3)cccc2C1=O | 1.9
O=c1n(-c2ccccc2)c(=O)n2n1CC(COc1ccccc1)=C1[C@@H](c3ccccc3)OB(O)C[C@@H]12 | -3.7
C[C@H](CO)N1C[C@H](C)[C@@H](CN(C)C)Oc2cc(C#CC(C)(C)O)ccc2S1(=O)=O | -1.3
